Assay outcomes as filed in PubChem.
ALDH1A1 inh: inhibitors of human aldehyde dehydrogenase 1A1; Purified ALDH1A1, NADH fluorescence, propionaldehyde substrate; Potency, µM (top dose mostly 75.3 µM), without a hit: at the highest dose activity, negative = inhibition, actives largely listed as inhibitors; hit rate 7.3% among 220,000; P00352; AID 1030; active = well fitted inhibition curve with a large enough effect, not every such curve was filed as active; inconclusive = small, poorly fitted or top-dose-only effect, or another doubt; inactive = no such curve, though single readings can be large or run the other way;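 also: plate controls were no enzyme wells and a reference inhibitor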
Target sequence (P00352 whole entry, looked up): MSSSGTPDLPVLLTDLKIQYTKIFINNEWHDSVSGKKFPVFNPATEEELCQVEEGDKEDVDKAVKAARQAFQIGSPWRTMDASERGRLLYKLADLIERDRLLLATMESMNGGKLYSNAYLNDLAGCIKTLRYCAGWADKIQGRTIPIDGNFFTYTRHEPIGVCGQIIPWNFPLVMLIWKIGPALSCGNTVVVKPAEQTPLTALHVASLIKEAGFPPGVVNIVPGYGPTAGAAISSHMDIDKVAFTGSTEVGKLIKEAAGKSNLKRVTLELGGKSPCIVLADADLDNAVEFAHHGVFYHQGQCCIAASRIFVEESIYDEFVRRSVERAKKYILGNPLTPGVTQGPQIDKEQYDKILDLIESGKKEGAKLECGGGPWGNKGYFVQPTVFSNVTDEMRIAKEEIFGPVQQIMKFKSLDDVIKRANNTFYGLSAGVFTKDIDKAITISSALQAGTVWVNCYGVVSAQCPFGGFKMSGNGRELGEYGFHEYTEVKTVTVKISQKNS
Tau ThT inhib: tau fibrillization inhibition (ThT binding); hit rate 2.1% among 270,000; P10636; recombinant tau K18 P301L, heparin-induced fibrillization, ThT fluorescence; Potency, µM (top dose mostly 57.4 µM), for the others: at the highest dose activity, negative = inhibition, usual class: inhibitors; also: % is scaled to controls: 0 for no effect and ±100 for the full control effect; nearly all actives have a fitted effect of over 55% in size
Target sequence (P10636 561-689 P618L limits assumed): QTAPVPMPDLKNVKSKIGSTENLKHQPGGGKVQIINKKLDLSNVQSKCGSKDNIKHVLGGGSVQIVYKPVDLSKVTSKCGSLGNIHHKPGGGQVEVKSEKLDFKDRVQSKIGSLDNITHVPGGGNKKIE
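Using a mix of unlabeled (15 uM) and Alexa 594-labeled (0.24 uM) tau K18 P301L, heparin-triggered fibrillization over 6 hr at 37 C was scored by ThT fluorescence.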
HttQ103 aggreg: mutant huntingtin aggregation inhibition | Potency, µM (top dose mostly 46.1 µM), for the others: top-dose activity change, negative = inhibition, usual class: inhibitors | hit rate 1.1% among 220,000 | PC12 HttQ103-GFP aggregates, Acumen cytometry, 40 h | AID 1688; also: % is scaled to controls: 0 for no effect and ±100 for the full control effect; nearly all actives have a fitted effect of over 60% in size
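PC12 cells with ecdysone-inducible HTT exon1 Q103-GFP, induced by 100 nM tebufenozide, given compounds in a concentration series. GFP aggregates (1–25 um, 6 SD above background) counted in lysates by laser-scanning cytometry, 488 nm excitation.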
HTT cytoprotect: Huntington cell model cytoprotection by ATP luminescence; PC12 HTT-Q103 induced, cytoprotection, ATP luminescence, 40 h; Potency, µM (doses to about 56.4 µM), for inactives: cytoprotection (ATP increase), usual class: activators; hit rate 0.14% among 230,000; AID 1471;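 also: % of control where 0% means no effect; nearly all actives have a fitted effect of over 45% in size; toxic huntingtin expression switched on by the ecdysone agonist tebufenozide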
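Stable PC12 Q103-GFP cells in serum-supplemented, phenol red-free DMEM; induction by tebufenozide at 100 nM final; compound dose series; cell viability quantified luminescently from ATP.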
Tau fluor counter: counter-screen for tau fibril formation inhibitors; Potency, µM (top dose mostly 57.7 µM), without a hit: at the top dose activity change, negative = decrease; hit rate 0.93% among 280,000; tau K18 P301L (four-repeat tau fragment) Alexa594 fluorescence, heparin fibrillization; also: % is scaled to controls: 0 for no effect and ±100 for the full control effect; nearly all actives have a fitted effect of over 55% in size
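Human K18 P301L tau (15 uM unlabeled plus 0.24 uM Alexa 594-labeled, final) in 100 mM sodium acetate pH 7 was mixed with compound and 20 uM heparin and incubated 6 hr at 37 C.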
Tau FP inhib: inhibitors of human tau fibril formation | P10636 | K18 P301L tau heparin fibrillization, Alexa594 FP, 6 h | Potency, µM (highest dose often 57.7 µM), inactives show top-dose activity, negative = inhibition, hits mostly inhibitors | hit rate 0.39% among 280,000; also: % is scaled to controls: 0 for no effect and ±100 for the full control effect; nearly all actives have a fitted effect of over 55% in size
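K18 P301L tau (15 uM unlabeled/0.24 uM Alexa 594-labeled, final) + compound + heparin 20 uM final; 100 mM NaOAc pH 7; 6 hr 37 C; ThT 30 uM final added, 1 hr RT; FP ex 555/em 632 nm.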
KDM4E inh: blocks human JMJD2E demethylase activity; B2RXH2; hit rate 1.6% among 230,000; JMJD2E catalytic domain, FDH-coupled NADH fluorescence (FDH is formaldehyde dehydrogenase); Potency, µM (doses to about 57.1 µM), without a hit: at the top dose activity change, negative = inhibition, most hits filed as inhibitors; AID 2147; active = well fitted inhibition curve with a large enough effect, not every such curve was filed as active; inconclusive = small, poorly fitted or top-dose-only effect, or another doubt; inactive = no such curve, though single readings can be large or run the other way;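 also: 0% = wells with enzyme and -100% = buffer wells without enzyme; nearly all actives have a fitted effect of over 50% in size; many of its hits are not listed in these tables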
Target sequence (B2RXH2 1-337 limits assumed): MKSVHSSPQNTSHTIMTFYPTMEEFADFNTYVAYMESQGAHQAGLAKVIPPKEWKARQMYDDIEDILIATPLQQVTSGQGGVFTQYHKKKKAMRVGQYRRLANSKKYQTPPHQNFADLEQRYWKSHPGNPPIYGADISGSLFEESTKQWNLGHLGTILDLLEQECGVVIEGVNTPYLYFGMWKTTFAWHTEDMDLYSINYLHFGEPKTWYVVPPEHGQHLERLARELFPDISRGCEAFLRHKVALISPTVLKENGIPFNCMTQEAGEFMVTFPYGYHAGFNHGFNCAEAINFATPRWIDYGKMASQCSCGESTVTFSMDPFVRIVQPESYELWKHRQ
SMN2 splice enh: SMN2 splice variant enhancement | AID 1458 | HEK293 SMN2-luciferase splicing reporter, luminescence, 30-36 h | hit rate 2.8% among 210,000 | Potency, µM (titrated, usually from 46.1 µM), without a hit: at the highest dose activity change, positive = activation, most hits filed as activators; also: % of control where 0% means no effect; nearly all actives have a fitted effect of over 55% in size
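qHTS luciferase splicing reporter: luminescence rises when SMN2 exon 7 is included in transfected HEK293 cells. Compound exposure lasted 30-36 h at 37C, with 4.5 mM final sodium butyrate as control, followed by a ONE-Glo read.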
* hit, by the source's call; ? = inconclusive; · = no result given; & = joins results of further samples; [ ] = remark or other dose. Unless noted, calls follow the shape of the dose curve; as a rule, active = well fitted curve in the direction sought with a large enough effect; inconclusive = small, poorly fitted or top-dose-only effect, or another doubt; inactive = no such curve, though single readings can be large; an effect the other way counts as inactive or inconclusive. Potency is read from the fitted curve at half-maximal effect.

compound	Tau fluor counter	Tau FP inhib	KDM4E inh	Tau ThT inhib	SMN2 splice enh	HTT cytoprotect	HttQ103 aggreg	ALDH1A1 inh
Cc1cccc(NC(=O)Cn2cc(C(=O)c3ccco3)c3ccccc32)c1	?	?	?	-3%&-2%	-6%	-16%	?	9%
Cc1nnc(SCC(=O)c2ccc(Cl)cc2)s1	-12%	-4%	5%	-9%	7%	-41%[inhibitor]	19%	?
O=C(N=Nc1c(O)[nH]c2ccccc12)c1cccs1	-26%	-14%	0%	10µM*	11µM*	-150%[inhibitor]	-14%	4%
COC(=O)Nc1ccc(S(=O)(=O)N2CCCc3cccc(O)c32)cc1	-8%	-3%	-19%	-5%	·	28%[10 µM]	19%[9.22 µM]	?
COc1ccc(C)cc1S(=O)(=O)N(C)CC(=O)N1CCC(C)CC1	-1%	10%	-2%	-5%	-5%	12%[10 µM]	-6%	-11%
Cc1ccc(N2C(=O)CC(NNc3nc4ccccc4s3)C2=O)cc1 (stereo not given)	-7%	-8%	11%	-18%	-2%	8%[10 µM]	5%	5%
CCOC(=O)N1CCN(C(=O)C2CC(c3cc(OC)ccc3OC)=NO2)CC1 (stereo not given)	-14%	4%	?	-13%	-12%	-7%	14%	?
Cc1ccccc1CSc1nnc(-c2ccncc2)o1	-6%	0%	3%	-4%	16%	-24%	-7%	-10%
Cc1cc(-c2onc(C)c2C(=O)Nc2ccc(C(F)(F)F)cc2)no1	5%	-4%	7%	-5%	·	11%[10 µM]	10%[9.22 µM]	3%
CC(C)CCNC(=O)NC(=O)COC(=O)CCN=C1NS(=O)(=O)c2ccccc21	5%	3%	3%	2%	-1%	-9%	14%	12%
C=CCNC(=S)Nc1ccc(Cl)cc1F	-4%	-6%	-4%	-4%	-22%	-30%	-5%	5%
Oc1ccc(C(c2nnnn2C2CCCC2)N2CCc3ccccc3C2)cc1 (stereo not given)	-19%	3%	-24%	?	-3%	-21%	12%	?
COc1ccc(NC(=O)CSc2nc(-c3ccco3)cc(C(F)(F)F)n2)c(OC)c1	-13%	-15%	·	0%	-3%	·	·	·
Cc1cccc(N(CC(=O)Nc2ccc(CC#N)cc2)S(C)(=O)=O)c1	0%	-9%	1%	-1%	-2%	-2%	-3%	3%
CC(=O)N1CCN(C(=O)COc2ccc(N(C)S(=O)(=O)c3cccs3)cc2)CC1	-3%	-4%	3%	-2%	·	-29%	-24%	30%
Cc1cc2cc(CNC(=O)Nc3ccccc3)ccc2n1C	-22%	12%	-11%	-10%	12%	-7%[10 µM]	4%	3%
CNC(C)c1ccc(S(N)(=O)=O)cc1 (stereo not given)	4%	-1%	17%	-1%	3%	0%	14%	?
CCCCOCCCNC(=O)c1ccc(NC(C)=O)cc1	-9%	0%	0%	-4%	?	-6%	15%	6%
O=C(NCc1ccc(F)cc1)C1CCN(C(=O)NCc2ccccc2)CC1	7%	-9%	2%	6%	-7%	18%[10 µM]	6%	20%
O=C(NNc1cccc(Cl)n1)c1ccc(Cl)cc1Cl	-1%	-7%	1%	?	11%	-8%	20%	1%
CC1(C)CC(OC(=O)c2ccccc2)CC(C)(C)N1	-8%	1%	1%	-9%	17%	-11%[10 µM]	-6%	9%
c1ccc(-c2nnc(N3CCOCC3)nc2-c2ccccc2)cc1	-9%	-9%	0%	?	-25%	-2%	-5%	-4%
O=C(CCCCCCCC(=O)NNC(=O)Nc1ccccc1)NNC(=O)Nc1ccccc1	5%	6%	-5%	7%	-12%	1%[10 µM]	-8%	-5%
Cn1c(CN2CCC(C(N)=O)CC2)c(C#N)c2ccccc21	-2%	-6%	3%	-2%	?	-4%[10 µM]	3%	?
Cc1ccc(C)c(N2CCN(c3nc4c(S(=O)(=O)c5ccccc5)nnn4c4ccc(Cl)cc34)CC2)c1	0%	4%	·	-5%	0%	·	·	·
CCC(=O)Nc1nnc(-c2ccco2)o1	-1%	12%	0%	-1%	2%	-19%	-3%	-3%
O=C(NNC(=O)[C@@H]1CCCC[C@@H]1C(=O)O)Nc1ccccc1	5%	7%	6%	-6%	10%	35%[10 µM]	1%	7%
Cc1nc2c(C(=O)N3CCCCC3)cnn2c(C)c1Cc1ccccc1F	-20%	-10%	?	-9%	?	-36%	-30%	?
O=C1N(c2ccccc2)C[C@@H]2C[C@@H](c3cc4ccccc4o3)N3CCC[C@@]123	12%[2.34 µM]	7%[2.34 µM]	10%	0%	·	15%[10 µM]	9%[9.22 µM]	-6%
O=C1[C@@H]2[C@@H]3C[C@@H]([C@H]4ON=C(c5ccc(Cl)cc5)[C@@H]34)[C@@H]2C(=O)N1c1ccc2c(c1)OCO2	-24%	8%	-2%	-9%	-14%	15%[10 µM]	-23%	3%
COc1ccccc1N1CCN(CCCNC(=O)c2nnc(Cc3ccc(F)cc3Cl)o2)CC1	-12%	-2%	·	-6%	-20%	·	·	·
CCOC(=O)c1ccc(NC(=O)CSc2nnc3c4ccccc4n(CC)c3n2)cc1	?	-14%	·	?	-6%	·	·	·
Cc1cccc(N=Nc2c(C)nn(-c3ccccc3)c2N)c1C	?	8%	-3%	7.1µM*	?	-7%[10 µM]	6%	-10%
O=C(c1ccc([N+](=O)[O-])cc1)N(Cc1ccc(Cl)cc1Cl)N1C(=O)CCCC1=O	?	5%	3%	-13%	20%	-9%	?	12%
O=C(CSC1=NCCS1)NC1CCCC1	1%	1%	18%	-5%	4%	-10%	0%	7%
C=CCOc1ccc2c(CC)cc(=O)oc2c1C	-12%	-1%	?	?	-11%	1%[10 µM]	-16%	?
CCOC(=O)c1nn(-c2ccccc2)c(=O)c2c(NC(C)=O)scc12	-7%	-4%	11%	2%	-36%	-18%	3%	?
CCOC(=O)C(CC)/C(C)=N\NC(=O)c1ccccc1O (stereo not given)	1%	14%	-23%	-4%	-69%[inhibitor]	-8%[10 µM]	-30%	-21%
CCC(CO)NCc1ccc(OCC(=O)Nc2cccc(C(F)(F)F)c2)c(OC)c1 (stereo not given)	-6%	6%	5%	-5%	?	·	-17%	7%
C=CCNC(=O)c1cc(C(=O)C(C)c2ncc(C(F)(F)F)cc2Cl)c[nH]1 (stereo not given)	6%	6%	13%	3%	26%	-21%	30%	-7%
Cc1[nH]n(-c2ccc(F)cc2)c(=O)c1/C=N/c1sc2c(c1C#N)CCCC2	-13%	3%	-6%	?	-22%	-17%	-7%	?
CC(C)CN(C(=O)CSc1nn(-c2ccc(Cl)cc2)c(=S)s1)C1CCS(=O)(=O)C1 (stereo not given)	-5%	2%	-4%	-7%	-7%	-7%[10 µM]	6%	?
COc1cccc(CNC(=O)CCSCc2ccccc2F)c1	-6%	-7%	?	-5%	-6%	?	-8%	?
O=C(CCN1CCCCC1)N=Nc1c(O)[nH]c2ccccc12	-13%	9%	4%	?	-40%[inhibitor]	-9%	-23%	?
CC1(C)S[C@@H]2[C@H](NC(=O)COc3ccccc3)C(=O)N2[C@H]1C(=O)O (tested in a mixture with another compound)	·	·	2%[25.5 µM]	·	-10%[20.6 µM]	-7%[40.3 µM]	·	18%[20.9 µM]
O=C(O)[C@H]1C[C@@H](CP(=O)(O)O)CCN1	-14%	-8%	-17%	-16%	·	11%	4%	?
CCCOCCc1nnc(N)s1	-4%	2%	-3%	-6%	·	-1%[10 µM]	-23%[9.22 µM]	·
CCc1cc2cc(C)ccc2nc1SCC(=O)Nc1cc(C)on1	1%	0%	-7%	5%	-3%	17%[10 µM]	-22%	7%
CCCC(=O)Nc1ccc(Cc2ccc(NC(=O)CCC)c(C(=O)O)c2)cc1C(=O)O	1%	11%	?	1%	-9%	-39%[inhibitor][1.9 µM]	8%[9.22 µM]	4%
COC(=O)CNC(=O)c1cccc(Cl)c1	-1%	7%	1%	-1%	8%	-3%	1%	6%
COc1ccc(OC)c(NC(=O)COC(=O)c2cc3c(s2)CCC3)c1	-13%	-5%	?	-9%	5%	-30%	3%	?
CC1(c2ccccc2)CC(C)(C)N2C(=O)/C(=C3\SC(=S)NC3=O)c3cccc1c32 (stereo not given)	?	?	-11%	?	-56%[inhibitor]	4%[10 µM]	-3%	0%
Cn1c(=O)c(=O)n(C)c2cc(S(=O)(=O)NCCOc3ccccc3)ccc21	6%	5%	0%	-1%	1%	-38%[inhibitor]	-2%	?
Clc1ccccc1CSc1snnc1-c1ccccc1	-19%	-5%	12%	-18%	-10%	-11%	-7%	-6%

In the list so far, these have a thiophene ring, fused or not:
compound	Tau fluor counter	Tau FP inhib	KDM4E inh	Tau ThT inhib	SMN2 splice enh	HTT cytoprotect	HttQ103 aggreg	ALDH1A1 inh
O=C(N=Nc1c(O)[nH]c2ccccc12)c1cccs1	-26%	-14%	0%	10µM*	11µM*	-150%[inhibitor]	-14%	4%
CC(=O)N1CCN(C(=O)COc2ccc(N(C)S(=O)(=O)c3cccs3)cc2)CC1	-3%	-4%	3%	-2%	·	-29%	-24%	30%
CCOC(=O)c1nn(-c2ccccc2)c(=O)c2c(NC(C)=O)scc12	-7%	-4%	11%	2%	-36%	-18%	3%	?
Cc1[nH]n(-c2ccc(F)cc2)c(=O)c1/C=N/c1sc2c(c1C#N)CCCC2	-13%	3%	-6%	?	-22%	-17%	-7%	?
COc1ccc(OC)c(NC(=O)COC(=O)c2cc3c(s2)CCC3)c1	-13%	-5%	?	-9%	5%	-30%	3%	?

Full records as entered above. Order of screens: Tau fluor counter	Tau FP inhib	KDM4E inh	Tau ThT inhib	SMN2 splice enh	HTT cytoprotect	HttQ103 aggreg	ALDH1A1 inh
`O=C(O)[C@H]1C[C@@H](CP(=O)(O)O)CCN1` across the screens: -14%	-8%	-17%	-16%	·	11%	4%	?
`CCCC(=O)Nc1ccc(Cc2ccc(NC(=O)CCC)c(C(=O)O)c2)cc1C(=O)O` across the screens: 1%	11%	?	1%	-9%	-39%[inhibitor][1.9 µM]	8%[9.22 µM]	4%

These rows are one share of the data. The share of hits here may be higher or lower than overall.
